High-throughput results deposited in PubChem by several laboratories.
NCOA1 inh: SRC1 coactivator transcriptional activity inhibitors, primary screen, cell-based, luminescence; 360,000 tested, 0.12% active; inhibition, % at 3.6 µM; HEK293 GAL4-SRC1 luciferase reporter; AID 588354, 2011;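 active means inhibition above the campaign mean plus 3 SD, with each screening campaign given its own cutoff, cut at about 60% in these data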;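 further: 0% = DMSO treated cells and 100% = gossypol at 36 µM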
CF NFkB block: inhibitors of PAF-induced NF-kB signaling, primary screen, cell-based, GFP fluorescence, uHTS; KKLEB NF-kB-GFP reporter, GFP fluorescence overnight; inhibition, % at 5 µM; 360,000 tested, 0.86% active; AID 588850, 2011;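 active means at least 50% inhibition at 5 µM, scaled per plate between neutral and stimulator controls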;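 further: PAF is a Pseudomonas aeruginosa culture filtrate used as stimulus; plate controls were PAF-stimulated DMSO wells for no effect and unstimulated DMSO wells for full effect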
NCOA2 inhibitor: inhibition of GAL4-SRC2 driven luciferase reporter, primary screen, SRC2 inhibitor project, cell-based, luminescence; HEK293 GAL4-SRC2 luciferase reporter; inhibition, % at 9 µM; 370,000 tested, 0.17% active;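 active means inhibition above the mean inhibition of all tested compounds plus 3 SD, set per campaign, cut at about 52% in these data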;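 further: 0% = DMSO treated cells and 100% = cells given Gossypol at 36 µM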
LRH-1 inv ag: LRH-1 (NR5A2) inverse agonists, primary screen, cell-based, luminescence, HEK293T, StAR-luciferase reporter. Nuclear receptor subfamily 5 group A member 2 (Homo sapiens), O00482. LRH-1 transfected, 24 h. inhibition, % at 3.6 µM. 360,000 tested, 0.13% active. AID 602396, 2012;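 active means inhibition above the mean inhibition of all tested compounds plus 3 SD, cut at about 73% in these data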;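 further: 0% = DMSO wells and 100% = reporter-only cells lacking LRH-1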
Target sequence (O00482 whole entry, looked up): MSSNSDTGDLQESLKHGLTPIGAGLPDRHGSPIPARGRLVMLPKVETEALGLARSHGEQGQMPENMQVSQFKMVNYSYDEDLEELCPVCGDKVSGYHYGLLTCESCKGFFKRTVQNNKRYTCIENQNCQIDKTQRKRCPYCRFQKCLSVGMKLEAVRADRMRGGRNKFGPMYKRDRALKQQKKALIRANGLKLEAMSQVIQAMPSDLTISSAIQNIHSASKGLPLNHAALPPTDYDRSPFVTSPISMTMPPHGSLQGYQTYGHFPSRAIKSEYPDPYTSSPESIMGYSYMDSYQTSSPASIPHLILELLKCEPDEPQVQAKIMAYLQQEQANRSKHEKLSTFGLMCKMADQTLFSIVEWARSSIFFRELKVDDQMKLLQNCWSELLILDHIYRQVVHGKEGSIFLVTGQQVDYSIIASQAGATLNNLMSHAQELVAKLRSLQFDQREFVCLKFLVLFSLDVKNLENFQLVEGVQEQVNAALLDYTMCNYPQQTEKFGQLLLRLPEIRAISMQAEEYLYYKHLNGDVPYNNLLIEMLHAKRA
COUP-TFII inh: NR2F2 transcriptional activity inhibitors, primary screen, cell-based, luciferase reporter, HEK293T, luminescence; 370,000 tested, 0.7% active; HEK293T NGFI-A luciferase reporter; inhibition, % at 8.6 µM;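 active means inhibition above a per-plate cutoff, mean inhibition of test wells between control levels plus 3 SD, cut at about 38% in these data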;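 further: cells cotransfected with COUP-TFII expression vector driving the NGFI-A reporter; 0% = median of COUP-TF2 test wells and 100% = reporter-only cells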
Target sequence (P24468 whole entry, looked up): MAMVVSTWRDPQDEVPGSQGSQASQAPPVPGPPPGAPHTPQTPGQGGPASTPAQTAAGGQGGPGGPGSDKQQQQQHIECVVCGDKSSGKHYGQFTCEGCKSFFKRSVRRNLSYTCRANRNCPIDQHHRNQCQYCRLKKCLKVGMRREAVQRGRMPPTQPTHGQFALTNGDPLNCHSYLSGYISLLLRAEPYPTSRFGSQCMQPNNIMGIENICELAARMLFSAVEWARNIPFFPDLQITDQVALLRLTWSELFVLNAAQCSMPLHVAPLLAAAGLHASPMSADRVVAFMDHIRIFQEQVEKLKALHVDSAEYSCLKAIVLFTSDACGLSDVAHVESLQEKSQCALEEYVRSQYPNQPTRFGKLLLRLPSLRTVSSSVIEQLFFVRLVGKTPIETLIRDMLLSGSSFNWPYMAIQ
TROY NFkB inh: inhibitors of TROY-driven NF-kB signaling, primary screen, Q293 LMP1-TROYcd cells, NF-kB luciferase, uHTS; inhibition, % at 10 µM; Q293 LMP1-TROYcd NF-kB luciferase reporter, 4 h; 360,000 tested, 0.98% active;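 active means compounds whose plate-normalised and pattern-corrected inhibition of the luciferase reporter signal at the single screening dose is 50% or more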
LMP1 NFkB inh: EBV LMP1-driven NF-kappaB luciferase reporter inhibitors, primary screen, cell-based, luminescence, single point; inhibition, % at 12.5 µM; AID 504558, 2011; LMP1-induced NF-kappaB luciferase reporter cells; 350,000 tested, 0.69% active; in the data active means inhibition above about 41%;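 further: 0% = neutral control wells and 100% = reference inhibitor control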
KKLEB cytotox: cytotoxicity in KKLEB CF airway cells, primary screen, cytotoxicity control for CF NF-kB inhibitor project, cell-based, uHTS, fluorescence assay plates; KKLEB CF airway cells viability, ATPlite luminescence, overnight; hits give low values; cells stimulated with P. aeruginosa culture filtrate; 360,000 tested, 0.36% active; activity change (cytotoxicity), % at 5 µM;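 active means corrected activity change at or below -50% at 5 µM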
TRAIL sens C8: viability loss with TRAIL in NB7+C8 cells, primary screen, TRAIL sensitizer project, cell-based, ATPlite luminescence | inhibition (viability loss, TRAIL sensitization), % at 10 µM | 360,000 tested, 1% active;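 active means compounds causing at least 50% loss of cell viability in the single-dose screen, relative to plate controls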
TWEAK Fn14 block: inhibitors of TWEAK-Fn14 signaling, primary screen, luciferase reporter cells, uHTS; 360,000 tested, 2% active; inhibition, % at 10 µM; TWEAK-stimulated Fn14 reporter cells, luciferase luminescence, 8 h; in the data active means inhibition above about 50%
SRC3 inh: SRC3 coactivator transcriptional activity inhibitors, primary screen, cell-based, luminescence; HEK293 GAL4-SRC3 luciferase reporter; 360,000 tested, 0.17% active; inhibition, % at 3.6 µM; AID 588352, 2011;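 active means inhibition above a per-campaign cutoff, the mean of all compounds plus 3 SD, cut at about 60% in these data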;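 further: 0% = DMSO-treated cells and 100% = gossypol-treated cells at 36 µM; higher means less SRC3-driven luciferase light from the GAL4 reporter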
An asterisk follows results filed as active; · = not tested or not shown.

cpd	SMILES	NCOA1 inh	CF NFkB block	NCOA2 inhibitor	LRH-1 inv ag	COUP-TFII inh	TROY NFkB inh	LMP1 NFkB inh	KKLEB cytotox	TRAIL sens C8	TWEAK Fn14 block	SRC3 inh
1	CC(NC(=O)c1cnc2ccccc2n1)c1ccccc1 (stereo not drawn)	-13	-6	-21	10	-2	-49	-12	8	-3	-8	-29
2	O=C1CSC(=Nc2ccc(F)cc2)N1	2	0	8	-3	-20	-6	6	2	-8	-8	7
3	CCCc1cc(=O)oc2cc(OCC(=O)N3CCN(C(=O)C4COc5ccccc5O4)CC3)ccc12 (stereo not drawn)	6	-20	15	49	7	12	-1	0	22	1	-7
4	O=c1c2ccccc2nc2n1C(CBr)CN2 (stereo not drawn)	-3	-23	-1	8	-11	4	3	2	-21	5	-3
5	O=C(CC[C@H]1O[C@@H](n2cnc3c(NC(=O)c4ccccc4)ncnc32)[C@H](O)[C@@H]1O)NCC1CCN(Cc2ccccc2)CC1	17	-12	-25	14	-3	8	·	-10	-22	15	9
6	Cn1cnnc1SCCn1c(N2CCCCC2)nc2c1c(=O)[nH]c(=O)n2C	-15	7	-12	-6	6	-2	0	-4	-16	-10	-2
7	CCC1(C)Cc2c(sc3c2c(=O)n(-c2ccccc2)c(=O)n3C)CO1 (stereo not drawn)	12	0	3	10	12	-9	-6	0	-12	7	-2
8	CCOC(=O)c1ccc(N2C(=O)c3n[nH]c(C)c3C2c2cccnc2)cc1 (stereo not drawn)	-13	4	-35	5	3	-10	5	-5	-4	-14	8
9	COc1ccc(C=O)c(OCc2cn(CC(=O)c3ccc(O)cc3)nn2)c1	7	-4	3	0	7	4	-7	6	11	12	-4
10	Cc1ccc(-c2nnn(Cc3nc4ccccc4s3)n2)cc1	-23	6	-41	-5	-13	-45	-9	-8	-10	-18	-3

(further entries)
cpd	SMILES	NCOA1 inh	CF NFkB block	NCOA2 inhibitor	LRH-1 inv ag	COUP-TFII inh	TROY NFkB inh	LMP1 NFkB inh	KKLEB cytotox	TRAIL sens C8	TWEAK Fn14 block	SRC3 inh
11	CCOC(=O)c1sc2nccc(OC)c2c1N=CN(C)C	1	-10	3	4	0	1	4	13	-8	-6	9
12	COc1ccc(C(=O)Nc2ccc3ccccc3c2)cc1	-24	-5	-60	-139	-15	32	-4	-26	69*	72*	-59
13	Cc1noc(C)c1NC(=O)N(C)C[C@H]1Oc2ccc(NC(=O)NC(C)C)cc2C(=O)N([C@H](C)CO)C[C@@H]1C	6	-5	3	8	11	-13	3	0	-7	12	-4
14	CCOC(=O)c1c(NC(=O)CN2C(=O)NC3(CCC(C)CC3)C2=O)sc(C)c1CC (stereo not drawn)	-3	-9	16	11	0	-5	4	-5	-4	-40	6
15	CCN(C[C@H]1N[C@@](Cc2ccccc2)(C(=O)OC)[C@H]2C(=O)N(C)C(=O)[C@@H]12)S(=O)(=O)c1ccc(OC)cc1	-18	7	3	1	-10	-8	1	5	9	16	-15
16	CCC(=O)c1ccc(OCC(O)CN2CCN(c3ccc(F)cc3)CC2)cc1 (stereo not drawn)	-30	2	8	-21	8	-2	-16	2	2	-1	16
17	O=C(CN1CCCC1)Nc1ccc(Cl)cc1C(F)(F)F	2	3	2	11	8	-6	0	-5	1	5	6
18	CC(=O)c1ccc(-n2nncc2-c2ccc([N+](=O)[O-])cc2)cc1	-7	-2	4	-1	-3	-19	1	4	-3	-3	-1
19	O=C(Nc1ncc2c(n1)-c1ccccc1OC2)c1ccc(F)cc1	2	-10	15	1	2	3	4	1	-10	-14	9
20	COc1ccc(C(=O)c2ccc(N(C)C)cc2)c2ccccc12	0	40	-3	-5	-33	-31	10	-34	10	29	-13

Profiles, quoted from the list. Order of values: NCOA1 inh, CF NFkB block, NCOA2 inhibitor, LRH-1 inv ag, COUP-TFII inh, TROY NFkB inh, LMP1 NFkB inh, KKLEB cytotox, TRAIL sens C8, TWEAK Fn14 block, SRC3 inh
CCN(C[C@H]1N[C@@](Cc2ccccc2)(C(=O)OC)[C@H]2C(=O)N(C)C(=O)[C@@H]12)S(=O)(=O)c1ccc(OC)cc1 as listed: -18, 7, 3, 1, -10, -8, 1, 5, 9, 16, -15
CCOC(=O)c1sc2nccc(OC)c2c1N=CN(C)C as listed: 1, -10, 3, 4, 0, 1, 4, 13, -8, -6, 9

More compounds.
cpd	SMILES	NCOA1 inh	CF NFkB block	NCOA2 inhibitor	LRH-1 inv ag	COUP-TFII inh	TROY NFkB inh	LMP1 NFkB inh	KKLEB cytotox	TRAIL sens C8	TWEAK Fn14 block	SRC3 inh
21	O=C(Cc1ccc(S(=O)(=O)N2CCCC2)s1)Nc1nc2c(s1)CCCC2	2	-6	2	7	7	-14	0	4	12	7	-5
22	O=C1c2ccccc2C(=O)N1CCC#Cc1ccc2cc(CCO)oc(=O)c2c1	-7	-4	-18	-16	-2	17	11	9	8	-9	-9
23	O=C(NN=C1CCCC1)c1ccc(O)cc1	-48	-15	-50	-55	-22	-2	3	-4	-6	0	-26
24	O=C(O)/C=C/C(=O)Nc1ccc(OC(F)F)cc1	-18	-19	0	11	-6	-18	-2	4	-7	4	11
25	COc1ccc(C2/C(=C(\O)c3ccc4c(c3)OCCO4)C(=O)C(=O)N2CCCN(C)C)cc1 (stereo not drawn)	-7	6	6	4	-16	-13	-6	11	1	5	6
26	CC1(c2ccccc2)CC(C)(C)N(C(=O)CSc2nnc(N)s2)c2ccccc21 (stereo not drawn)	10	19	-15	15	8	4	1	-1	-3	11	-1
27	CC1CCCC(N2CCN(C(=O)c3ccc(F)cc3)CC2)C1 (stereo not drawn)	8	5	-4	-14	9	4	0	7	-9	-13	-3
28	COc1ccc(C2CC2C(C)=O)cc1 (stereo not drawn)	-8	9	11	0	19	-3	-3	10	-8	-5	-9
29	CCOc1[nH]n(-c2ccc(Cl)cc2)c(=O)c1C=Nc1ccc(OC)cc1	-21	5	-11	-3	-6	1	37	-9	3	17	7
30	Cc1cc(-c2ccccc2)nc(SCC(=O)c2cccc([N+](=O)[O-])c2)n1	17	6	-32	18	2	2	-4	-2	17	14	7

Later entries
cpd	SMILES	NCOA1 inh	CF NFkB block	NCOA2 inhibitor	LRH-1 inv ag	COUP-TFII inh	TROY NFkB inh	LMP1 NFkB inh	KKLEB cytotox	TRAIL sens C8	TWEAK Fn14 block	SRC3 inh
31	Cc1cc(NC(=O)COC(=O)c2c(C)c(C)c(C)c(C)c2C)no1	6	-30	18	-38	0	1	-1	-1	-3	-25	14
32	CC1CCC(NC(=O)CCn2ccc3cc(S(=O)(=O)N4CCCC4)ccc32)CC1 (stereo not drawn)	8	-2	17	2	20	-24	1	-2	-22	-11	13
33	COCCNC(=O)c1ccccc1NC(=O)C1COc2ccccc2O1 (stereo not drawn)	9	1	13	27	10	-6	27	5	-7	-3	11
34	CN1CCN(C(=O)c2ccc(-c3cnc4cccnn34)cc2)CC1	1	-6	-2	-6	2	6	·	-8	-3	-6	-2
35	CCN(CC)c1ccc(S(=O)(=O)N2CCOCC2)cc1NC(=O)CSc1cccc[n+]1[O-]	2	3	-3	-18	-14	-3	0	18	5	1	2
36	CCOc1ccc(-c2nc(C#N)c(N3CCN(Cc4ccccc4)CC3)o2)cc1	6	26	-37	14	-10	-36	7	-5	1	11	4
37	Cc1ccc2c(=O)n3c(nc2c1)C(Cc1ccccc1)NC(=O)c1cccnc1-3 (stereo not drawn)	9	-7	5	18	2	-13	-6	4	-8	-14	-11
38	COc1ccccc1CNC(=O)COC(=O)CC1CC2CCC1C2 (stereo not drawn)	-19	14	15	-18	9	-6	-9	-4	0	2	-24
39	CCOCCCN1CN(Cc2ccco2)CNC1=S	20	19	-5	18	5	15	5	-8	-2	2	14
40	COC(=O)C(O)(CC(=O)Nc1ccccc1OC)C(F)(F)F (stereo not drawn)	-6	-2	-4	-11	1	10	3	-3	2	-1	-16

Going on with the list:
cpd	SMILES	NCOA1 inh	CF NFkB block	NCOA2 inhibitor	LRH-1 inv ag	COUP-TFII inh	TROY NFkB inh	LMP1 NFkB inh	KKLEB cytotox	TRAIL sens C8	TWEAK Fn14 block	SRC3 inh
41	CCOc1ccc(NC(=O)c2ccc3c(c2)N(Cc2ccc(F)cc2)C(=O)CS3=O)cc1 (stereo not drawn)	-25	-14	-2	-4	-1	-15	-5	16	-9	4	-4
42	COc1ccccc1N1CCN(/N=C/C=C\c2ccccc2[N+](=O)[O-])CC1	-1	12	-12	7	-8	-28	-10	0	1	1	-5
43	CCCc1cc(=O)oc2c3c(cc(OCC(=O)NCc4ccncc4)c12)OC(C)(C)CC3	7	-29	10	24	16	0	-6	-5	8	27	17
44	Cc1ccc(S(=O)(=O)Nc2cc(C(=O)Nc3cc(C)cc(C)c3)ccc2Cl)cc1	-3	7	-35	-3	23	36	-4	-14	15	4	-14
45	CC(C)CCNC(=O)c1cc(S(=O)(=O)N2CCc3ccccc32)cn1C	3	2	0	-16	17	16	-1	-6	2	17	-23
46	Clc1ccc(/C=N/NC(=Nc2ccccc2)c2ccccn2)c(Cl)c1	-116	-6	-86	-179	-14	-68	-22	-12	21	2	-104
47	COc1ccc(NC(=S)N(CCCN2CCOCC2)Cc2cn(C)c3ccccc23)cc1	-5	14	-2	0	-26	10	6	-9	8	-22	5
48	CCCCN(C=O)c1c(CC)nc2ccc(C(=O)N(C)Cc3ccccc3)cn12	-3	20	11	2	-5	-6	·	2	-9	7	-11
49	C/C(=N\NC(=O)c1cc(C)nc2ccc(C)cc12)c1ccncc1	12	-8	-26	21	-25	23	-32	0	9	10	0
50	CC(C)(C)CC(=O)Nc1cc2c3c(c1)CCC(=O)N3CCC2	-11	-23	18	7	-6	10	-7	3	-1	-6	-5
51	CCc1ccc(-n2c(SCC(=O)N3CCC(C(=O)O)CC3)nnc2-c2ccncc2)cc1	5	1	0	8	22	7	3	-4	0	-2	-3
52	CC(Oc1ccc(Cl)cc1)C(=O)Nc1ccc(S(=O)(=O)Nc2nccs2)cc1 (stereo not drawn)	-7	-1	-8	-1	15	-1	1	0	-4	17	13
